ABCB1 inh – inhibitors of human ABCB1 transporter, ABCG2 counter-screen; P08183; CCRF-Adr cells, JC-1 efflux, flow cytometry; inhibition, % at 6.6 µM; 190,000 compounds, 0.067% hits; in the data active = inhibition above about 40%;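 also: 0% = vehicle and 100% = reference inhibitor; higher value means more JC-1 retained so stronger ABCB1 efflux block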
Bim-Bcl-B – inhibitors of Bim-Bcl-B interaction, human. inhibition, % at 10 µM. Q9HD36. bead-based flow cytometry, Bim peptide-Bcl-B binding. 190,000 compounds, 0.073% hits;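 also: 0% = tracer peptide without compound and 100% = reference inhibitor peptide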
Bim-Bcl-XL – human Bim-Bcl-XL interaction inhibition. Q07817. Bim peptide-Bcl-XL binding, bead flow cytometry, fluorescence. inhibition, % at 10 µM. 190,000 compounds, 0.04% hits. AID 1007
Target sequence (Q07817 whole entry, looked up): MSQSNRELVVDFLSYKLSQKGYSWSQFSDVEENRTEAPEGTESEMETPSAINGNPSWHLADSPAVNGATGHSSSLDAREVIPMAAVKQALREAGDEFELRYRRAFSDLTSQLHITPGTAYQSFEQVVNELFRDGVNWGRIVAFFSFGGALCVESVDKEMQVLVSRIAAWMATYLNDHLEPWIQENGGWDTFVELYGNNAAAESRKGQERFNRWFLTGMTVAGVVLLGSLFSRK
Bfl-1 Bim block – disrupts Bim binding to human Bfl-1; Q16548; 190,000 compounds, 0.12% hits; AID 1008; Bead-based flow cytometry, Bim-Bfl-1 binding inhibition; inhibition, % at 10 µM;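 also: 0% = wells without compound plus tracer and 100% = blocker peptide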
ABCG2 block – blocks JC-1 efflux by human ABCG2 transporter | Q9UNQ0 | IgMXP3 cells, flow cytometry | inhibition, % at 6.6 µM | 190,000 compounds, 0.1% hits | AID 1325;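 active = inhibition above 80%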;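 also: 0% = DMSO and 100% = nicardipine control wells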
Target sequence (Q9UNQ0 whole entry, looked up): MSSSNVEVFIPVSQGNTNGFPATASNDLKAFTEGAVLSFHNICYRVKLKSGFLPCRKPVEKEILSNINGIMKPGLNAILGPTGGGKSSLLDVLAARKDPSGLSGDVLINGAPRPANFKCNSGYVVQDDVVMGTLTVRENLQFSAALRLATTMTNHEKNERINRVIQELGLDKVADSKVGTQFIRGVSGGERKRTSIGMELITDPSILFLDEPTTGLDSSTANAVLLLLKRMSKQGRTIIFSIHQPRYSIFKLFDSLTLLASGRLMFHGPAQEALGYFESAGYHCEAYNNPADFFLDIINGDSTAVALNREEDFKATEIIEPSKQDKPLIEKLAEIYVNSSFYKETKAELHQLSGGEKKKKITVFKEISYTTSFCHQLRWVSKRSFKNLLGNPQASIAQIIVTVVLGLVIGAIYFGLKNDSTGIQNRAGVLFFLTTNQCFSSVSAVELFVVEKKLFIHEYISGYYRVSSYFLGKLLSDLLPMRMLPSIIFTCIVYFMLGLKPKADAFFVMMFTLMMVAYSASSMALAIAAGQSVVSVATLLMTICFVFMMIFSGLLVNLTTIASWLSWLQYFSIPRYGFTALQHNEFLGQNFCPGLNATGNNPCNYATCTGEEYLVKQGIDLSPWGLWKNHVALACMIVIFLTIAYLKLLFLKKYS
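Read-out basis: Efflux inhibition in percent versus controls | Test system: ABCG2 IgMXP3 and barcoded ABCB1 CCRF-Adr cell mix | Quantity: 3 million cells/mL in well | Schedule: 10 min at 25 °C | Control set: Nicardipine as high control, DMSO as low control | Reagent: JC-1 as fluorescent efflux pump substrate | Signal: Flow cytometry of retained JC-1 fluorescence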
GSH fluor – compound fluoresces at 488/530 nm on GSH beads | GSH beads flow cytometry, compound fluorescence 488/530 nm; hits give high values | fluorescence (KMESF) at 10 µM | 190,000 compounds, 0.25% hits; in the data active = fluorescence above about 89;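 also: glutathione beads carrying GST-tagged Bcl family fusion proteins plus one bare bead set; values are compound well signal with DMSO vehicle wells as background; inactives centre near 16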
RGS7-Gao – regulators of human RGS7-Galphao interaction; P09471; Multiplexed bead flow cytometry, RGS7-Galphao binding; actives lie on both sides; binding response (% of control), % at 10 µM; 220,000 compounds, 0.35% hits; AID 1439; in the data active = binding response below about 49% or above about 150%; inconclusive = no clear call, values can overlap the other calls; inactive = in between;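 also: fluorescent Galphao held in activated GDP-AlF4 state binding bead-coupled RGS7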
Bcl-2 Bim block – human Bim-Bcl-2 interaction inhibition; P10415; Bead-based flow cytometry, Bim peptide-Bcl-2 binding; inhibition, % at 10 µM; 190,000 compounds, 0.06% hits; in the data active = inhibition above about 40%; inconclusive = no clear call, values can overlap the other calls;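 also: 0% = no compound wells with probe peptide and 100% = reference peptide inhibitor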
Avidin bead fluor – avidin bead compound fluorescence profile. Avidin beads, compound fluorescence 488/530 nm, flow cytometry; hits give high values. fluorescence (KMESF) at 10 µM. 220,000 compounds, 0.38% hits; in the data active = fluorescence above about 47; also: inactives centre near 10
Bim-Bcl-W – human Bim-Bcl-W interaction inhibition; bead-based flow cytometry, Bim peptide-Bcl-W binding; inhibition, % at 10 µM; 190,000 compounds, 0.02% hits; AID 952;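 also: 0% = bound tracer without compound and 100% = peptide blocker; higher means less fluorescent Bim peptide bound to Bcl-W beads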
Target sequence (Q92843 whole entry, looked up): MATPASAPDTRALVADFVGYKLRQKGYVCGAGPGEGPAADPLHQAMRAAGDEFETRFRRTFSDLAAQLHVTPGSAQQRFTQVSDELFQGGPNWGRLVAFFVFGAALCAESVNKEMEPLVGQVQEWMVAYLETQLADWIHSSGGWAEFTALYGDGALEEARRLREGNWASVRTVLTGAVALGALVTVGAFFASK
RGS4-Gao reg – modulates binding of RGS4 to human Galphao; 220,000 compounds, 0.33% hits; binding response (% of control), % at 10 µM; AID 1415; P09471; Multiplexed bead flow cytometry; actives lie on both sides; in the data active = binding response below about 49% or above about 150%; inactive = in between;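 also: fluorescent Galphao activated with aluminum fluoride binding bead-coupled RGS4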
The depositor's hits bear a star; u = inconclusive. Rule as the data show it, unless noted: active = inhibition above about 40%.

SMILES	ABCB1 inh	Bim-Bcl-B	Bim-Bcl-XL	Bfl-1 Bim block	ABCG2 block	GSH fluor	RGS7-Gao	Bcl-2 Bim block	Avidin bead fluor	Bim-Bcl-W	RGS4-Gao reg
CCc1ccccc1N1C(=O)c2cccc3c(N4CCOCC4)c([N+](=O)[O-])cc(c23)C1=O	0.6	-10	-5	-11	4	13	94	-13	8	0	95
Cc1ccsc1/C=N/NC(=O)Cn1cnc2ccccc21	0.4	-3	-8	-14	11	13	99	-9	16	-7	101
COc1ccc(NS(=O)(=O)c2ccc3oc4ccccc4c3c2)cn1	1.4	-9	-2	-13	12	23	98	-8	28	2	103
O=C(N=Nc1c(O)n(Cc2ccccc2)c2ccccc12)c1cc2ccccc2cc1O	-1.3	8	1	6	-11	8	103	12	11	0	107
Cn1c(C(=O)OCC(=O)NCC2CCCO2)cc2sccc21 (stereo unspecified)	0.0	-11	-5	-2	1	15	105	-9	24	-4	101
CC(C)CN(C(=O)COC(=O)CNC(=O)c1ccccc1F)C1CCS(=O)(=O)C1 (stereo unspecified)	0.1	-3	0	-5	1	7	104	-1	21	-1	103
CCc1ccc(-n2c(Cc3ccccc3)n[nH]c2=S)cc1	-0.4	-30	-3	5	-1	18	u	0	8	-3	97
CCC(=O)N1CC2(C)CN(C(=O)CC)CC(C)(C1)C2	-0.3	-30	-1	-14	1	45	99	-15	8	1	100
CC1CN(C(=O)c2cccn(Cc3c(Cl)cccc3Cl)c2=O)CC(C)O1 (stereo unspecified)	0.4	-2	-1	-5	-1	20	105	0	9	0	100
Cc1ccc(-c2nn(-c3ccccc3)cc2NC(=O)c2ccccc2)cc1	7.6	-7	-4	0	14	9	94	-2	6	-4	99
Cc1cccc(CCN(Cc2cc3cccc(C)c3[nH]c2=O)C(=O)N2CCOCC2)c1	2.2	4	0	-1	1	16	109	1	32	-1	106
Cc1ccccc1Cn1c(CN2CCN(c3ccc(F)cc3)CC2)nc2c1c(=O)n(C)c(=O)n2C	1.4	2	1	4	5	12	104	3	18	1	102
CCc1ccc(C(C)NC(=O)C2(C)CC2(Br)Br)cc1 (stereo unspecified)	1.0	0	-1	-1	4	24	90	0	11	0	92
COc1ccc(CSc2nnc3[nH]c(=O)cc(N)n23)cc1	0.3	0	-1	2	5	13	u	0	14	-2	104
O=C(N/N=C/c1ccc(OCc2ccccc2)cc1)c1cccs1	0.0	-1	-3	-2	0	11	98	0	36	-1	99
N#CCOc1ccc2oc(-c3ccco3)cc(=O)c2c1	1.1	-4	-4	-3	5	20	98	-2	6	1	91
Cc1ccc(C2C(C#N)=C(N)OC3=C2C(=O)CCC3)s1 (stereo unspecified)	0.2	-6	-5	-9	0	14	102	-3	14	-2	101
O=C(Nc1ccccc1)n1cc(-c2ccccn2)c(N2CCOCC2)n1	0.1	0	0	-5	4	10	102	-1	11	2	103
O=C(COc1ccccc1C(=O)N/N=C\c1ccc(O)c(O)c1)N/N=C/c1ccc(O)c(O)c1	-0.7	10	11	7	-2	4	14*	7	4	12	17*
Clc1cnc(N/N=C/c2cccs2)c(Cl)c1	0.6	0	-3	-2	3	26	94	-1	11	-1	95
Cc1ccc(-c2nc3ccccc3o2)cc1NC(=O)Cc1cccs1	0.8	0	0	0	4	10	96	1	10	0	95
Cc1cc(C(F)F)n2nc(C(=O)Nc3ccc(F)cc3F)nc2n1	0.8	-7	-5	-10	14	12	96	-9	6	0	103
O=C(Nc1ccccc1-c1nc2ccccc2s1)c1cccnc1Cl	1.3	-1	-7	-10	9	64	100	-5	9	0	96
Cc1cccc(C)c1NC(=O)/C(C#N)=C/c1ccsc1	0.7	-2	-3	-3	8	13	100	-2	11	-2	100
Oc1ccc(Cl)cc1C=Nc1ccccc1Br	0.6	-3	-3	0	4	10	100	0	4	-1	103
Cc1cc(S(=O)(=O)NC2CCCCC2)ccc1OCC(=O)NCc1cccnc1	1.7	-2	-3	-2	5	8	103	0	11	-3	102
CC12CN3CC(C)(CN(C1)C3c1ccc3c(c1)OCO3)C2=O (stereo unspecified)	-0.1	-6	-1	-9	1	39	98	-8	13	0	101
O=C(NC1(C(F)(F)F)NC(=O)N(Cc2ccco2)C1=O)c1cccs1 (stereo unspecified)	-0.2	-3	-5	1	-1	19	100	1	10	-5	99
O=C(CNCc1ccc(F)cc1)Nc1ccccc1[N+](=O)[O-]	0.9	1	2	1	3	14	99	1	7	0	100
C=CCN(CC=C)CC(=O)Nc1ccc(S(N)(=O)=O)cc1	-0.3	-5	-5	-1	-1	21	104	-4	6	-4	102
CCOC(=O)/C=C1\SCC(=O)N1CCOc1cccc(Br)c1	2.0	0	1	3	15	42	100	1	3	8	102
O=C(N/N=C\c1cc(Br)c(Br)o1)c1cncc(Br)c1	0.0	-9	-3	-11	1	16	101	-6	17	-2	100
CN(Cc1ccccc1)C(=O)c1cnc2n(c1=O)CCS2	-0.2	-8	-8	-4	1	15	101	-1	7	-6	100
COCCNC(=O)CSc1nc(-c2ccccc2)cs1	0.0	11	13	17	2	15	106	15	8	2	103
CC/C(C)=C1\SC(N2CCOCC2)=NC1=O	0.0	-6	-1	-11	2	41	95	-7	10	2	100
Cc1ccc(-n2c(-c3cc(C)n(C)n3)n[nH]c2=S)cc1	0.0	-16	-5	-4	0	23	101	-3	6	0	102
COC(=O)c1ccccc1NC(=S)NC(=O)CC(C)C	0.4	-1	0	-1	2	8	97	-4	15	-4	89
CSc1nccc(-c2nn(-c3ccc(C)cc3)ccc2=O)n1	0.4	2	-1	-9	4	10	94	-8	9	-1	98
COC(=O)C1=C(C)N=c2s/c(=C3\C(=O)Nc4ccccc43)c(=O)n2C1c1ccccc1 (stereo unspecified)	-1.9	-7	-8	-2	-2	20	114	0	5	0	118
CCOC(=O)Cc1cc(=O)[nH]c(/N=C(/NC(=O)c2ccccc2)Nc2ccccc2C(F)(F)F)n1	0.0	0	0	0	0	13	98	-6	15	-2	99
O=C(N/N=C/c1cc2c(cc1Br)OCO2)C1COc2ccccc2O1 (stereo unspecified)	-0.1	1	2	2	-1	14	u	0	9	0	97
CCCC(C)NC(=O)COC(=O)c1ccccc1SCC(=O)NC(C)CCC (stereo unspecified)	0.2	-3	-4	-6	0	14	90	-3	22	-3	93
CCc1n[nH]c2c1C(=O)CC(C)(C)C2	0.5	-10	-11	-19	5	33	97	-12	11	-1	100
CN(N)C(=S)Nc1ccc(F)cc1	0.2	-7	0	-5	2	20	u	-3	10	-1	97
C=CCOC(=O)CCC(=O)Nc1cccc2ccccc12	0.4	-1	-1	0	1	9	96	0	13	-1	102

Three entries out of the list, sorted by SMILES length, smallest number first.
SMILES	ABCB1 inh	Bim-Bcl-B	Bim-Bcl-XL	Bfl-1 Bim block	ABCG2 block	GSH fluor	RGS7-Gao	Bcl-2 Bim block	Avidin bead fluor	Bim-Bcl-W	RGS4-Gao reg
COC(=O)c1ccccc1NC(=S)NC(=O)CC(C)C	0.4	-1	0	-1	2	8	97	-4	15	-4	89
O=C(N/N=C\c1cc(Br)c(Br)o1)c1cncc(Br)c1	0.0	-9	-3	-11	1	16	101	-6	17	-2	100
O=C(N/N=C/c1cc2c(cc1Br)OCO2)C1COc2ccccc2O1 (stereo unspecified)	-0.1	1	2	2	-1	14	u	0	9	0	97

Continued:
SMILES	ABCB1 inh	Bim-Bcl-B	Bim-Bcl-XL	Bfl-1 Bim block	ABCG2 block	GSH fluor	RGS7-Gao	Bcl-2 Bim block	Avidin bead fluor	Bim-Bcl-W	RGS4-Gao reg
O=C(CSc1nnc2c(Cl)cc(C(F)(F)F)cn12)N(Cc1ccccc1)Cc1ccccc1	0.9	-11	-4	-3	3	19	101	-5	5	-7	100
CCn1c(N2CCN(C(=S)NCCc3ccccc3)CC2)nc2ccccc21	0.8	-7	1	0	2	22	105	-1	13	0	102
CCOC(=O)C(=O)Nc1nc(-c2ccccc2)c(-c2ccccc2)o1	3.3	3	0	3	24	22	96	1	8	4	94
Cc1cc(C)cc(NC(=S)N(Cc2ccc(Br)cc2)Cc2ccc(C(=O)O)cc2)c1	0.1	-2	-6	1	0	16	98	-5	9	-8	97
Cc1ccc(C(=O)CCC(=O)Nc2ccc(Cl)c(S(=O)(=O)Nc3cccc(Cl)c3)c2)cc1	0.4	-3	17	36	2	8	100	8	6	19	103
Brc1c(NC2=NCCN2)ccc2nccnc12	0.8	-5	-1	1	2	19	102	1	7	0	103
CCn1c(C)nc2cc(C(=O)NNS(=O)(=O)c3c(C)c(C)cc(C)c3C)ccc21	0.3	-1	-4	-3	2	25	104	-2	12	-2	102
Cc1noc(C)c1CSc1nc2sc3c(c2c(=O)n1C)CCCC3	26	-24	-2	-12	28	46	99	-16	13	2	102
O=[N+]([O-])c1cc(-c2ncccn2)c([N+](=O)[O-])s1	0.1	0	3	37	2	14	96	12	4	8	93
CC(C)CCNC(=O)NC(=O)CN1C(=O)NC2(CCCCC2)C1=O	0.7	-8	-7	-21	6	26	97	-7	30	-1	85
O=C(O)c1cc(N/N=C/c2ccc3c(c2)OCO3)ccc1Cl	0.4	-7	-3	-8	2	15	u	-3	9	-4	98
CC(C)Cn1cnc2c(=O)oc3ccccc3c21	0.3	4	1	2	1	12	90	2	12	4	92
CCCC/C=C/C(NC(=O)CCc1ccccc1)c1ccccc1 (stereo unspecified)	0.5	-5	0	1	3	19	100	2	11	0	98
COCCn1c(N)c(N(Cc2ccccc2)C(=O)c2ccc(C#N)cc2)c(=O)[nH]c1=O	1.4	-3	0	-3	3	14	97	0	9	0	100
O=C1C(=O)N(CCO)C(c2cccc(F)c2)/C1=C(\O)c1ccc(Cl)cc1 (stereo unspecified)	0.7	0	-4	0	2	14	94	-4	10	-5	99
CCn1c(CC(=O)Nc2cccc(OC)c2)nnc1SCC(=O)Nc1nccs1	-0.3	-2	0	-10	2	43	97	-7	7	4	94
CCOc1ccc(CC(=O)NNC(=S)NCCc2ccccc2)cc1	0.0	-14	0	0	0	17	92	-4	7	-1	91
O=C(O)CCN1C(=O)C2CCCCC2C1=O (stereo unspecified)	-0.1	-11	-9	-18	0	27	100	-10	13	-2	102
CN(C(=S)NC(=O)CCCOc1ccc(Cl)cc1Cl)c1ccccc1	0.5	0	-2	-4	2	16	101	0	33	-1	104
COc1ccc(C2CC(c3ccc(Cl)cc3)Nc3nc(NC(=O)c4ccco4)nn32)cc1 (stereo unspecified)	0.3	4	0	7	1	60	111	0	7	-6	110
Cc1sc(NC(=O)C2C3C=CC(C3)C2C(=O)O)c(C(N)=O)c1-c1ccc(C(C)C)cc1 (stereo unspecified)	-0.1	-4	-1	0	-2	7	95	-1	1	0	96
CCCCNC(=O)CSc1nc2ccc(NC(=O)CSc3nnc(COc4ccccc4C)n3C)cc2s1	1.2	0	-1	0	3	17	102	-2	29	-1	102
Cc1ccc(C(C(=O)NC(C)(C)C)N(C(=O)c2csnn2)C2CC2)cc1 (stereo unspecified)	0.8	-3	-5	0	5	64	102	-1	7	-2	97
Cc1ccc(C(C)(C)C)cc1S(=O)(=O)Nc1cccc(S(=O)(=O)NC2=NCCC2)c1	0.1	0	-3	2	1	8	102	-2	5	0	101

Screens: PubChem, NMMLSC
